Scp-1 inhibitor: Scp-1 phosphatase inhibitors, primary screen, biochemical, colorimetric, uHTS | Recombinant Scp1, phosphopeptide, malachite green phosphate absorbance | actives 0.88% (n = 340,000) | AID 493091, 2011 | inhibition, % at 20 µM | Carboxy-terminal domain RNA polymerase II polypeptide A small phosphatase 1 (Homo …;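 active = inhibition above about 50% at 20 µM, limit read from the data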;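 also: plate controls were DMSO wells with enzyme for no effect and wells lacking enzyme for full effect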
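Test system: SCP-1 phosphatase catalytic domain, residues 76-261 | Compound dosing: One concentration, 20 µM, with 1.0% DMSO | Schedule: 45 min room-temperature reaction, 5 min colour, 30 min stabiliser | Detection: Absorbance at 630 nm | Read-out basis: % inhibition of SCP-1 phosphate liberation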
LMPTP block: LMPTP phosphatase inhibitors, primary screen, biochemical, fluorescence intensity, uHTS; Low molecular weight phosphotyrosine protein phosphatase (Homo sapiens), P24666; recombinant LMPTP-A, OMFP fluorogenic substrate; inhibition, % at 20 µM; actives 0.22% (n = 360,000);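 active = compounds that cut the enzyme signal by at least half of the control window in the single-dose screen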;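 also: plate controls were DMSO wells with enzyme plus substrate for no effect and substrate without enzyme for full effect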
Target sequence (P24666 whole entry, looked up): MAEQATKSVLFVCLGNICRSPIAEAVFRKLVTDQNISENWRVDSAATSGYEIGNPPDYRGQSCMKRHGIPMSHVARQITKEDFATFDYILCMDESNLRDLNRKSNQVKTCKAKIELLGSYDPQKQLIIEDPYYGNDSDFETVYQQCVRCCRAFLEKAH
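test system = LMPTP-A | amount = 0.625 nM LMPTP-A final | reagent = fluorogenic phosphatase substrate OMFP at 400 µM final | incubation = 50 min at room temperature | benchmarks = no-enzyme low control, uninhibited high control | medium = Bis-Tris pH 6.0, DTT, detergent | signal = fluorescence intensity of OMFP turnover product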
Tb MetRS inh: T. brucei MetRS inhibitors, primary screen, biochemical, luminescence; methionyl-tRNA synthetase (Trypanosoma brucei brucei); inhibition, % at 11.9 µM; actives 0.4% (n = 360,000); purified T. brucei MetRS, ATP depletion, Kinase-Glo luminescence;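 active = inhibition above a per-plate cutoff of the control wells' mean inhibition plus 3 SD, cut at about 5.5% in these data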;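 also: 0% = DMSO wells median and 100% = median of wells with control inhibitor compound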
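Material: T. brucei methionyl-tRNA synthetase, purified; reagent: substrates ATP, L-methionine and bulk Escherichia coli tRNA; dosing: 11.9 µM single point; timing: 15 min plus 2 h at 25 °C; detection: luminescence of leftover ATP; evaluation: % inhibition; control set: DMSO-only wells as low control; replicates: singlicate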
SUMO1-SIM PPI: modulators of SUMO1 protein-protein interactions, primary screen, biochemical, uHTS; Small ubiquitin-related modifier 1 (Homo sapiens), P63165; SUMO1 binding to a labelled peptide, TR-FRET, 1 h; inhibition, % at 20 µM; actives 0.33% (n = 360,000); in the data active = inhibition above about 37%
Target sequence (P63165 whole entry, looked up): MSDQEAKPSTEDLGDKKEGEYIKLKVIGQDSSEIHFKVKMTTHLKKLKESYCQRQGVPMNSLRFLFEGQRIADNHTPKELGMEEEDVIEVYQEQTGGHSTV
STEP block: STEP phosphatase inhibitors, primary screen, biochemical, fluorescence intensity, uHTS | recombinant STEP, OMFP fluorogenic substrate | AID 588621, 2011 | inhibition, % at 20 µM | actives 0.25% (n = 360,000);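 active = inhibition at 20 µM, scaled per plate between control wells, above about 37%, limit read from the data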;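 also: 0% = DMSO with enzyme and substrate and 100% = substrate only without enzyme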
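System: STEP phosphatase, cell-free reaction; Buffer or medium: Bis-Tris pH 6.0 buffer with DTT, detergent; Incubation: 20 min at room temperature, dark; Measured by: fluorescence, 480/540 nm.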
SKN-1 inh: suppressors of acrylamide-induced Pgst-4::GFP reporter in worms, primary screen, SKN-1 inhibitor project, whole organism, uHTS, GFP/RFP fluorescence ratio, strain VP596; C. elegans VP596 Pgst-4::GFP/RFP ratio, 24 h; inhibition, % at 21.8 µM; actives 0.49% (n = 360,000); AID 624304, 2012;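 active = interference check ratio from 0.5 to 1.5 plus GFP to RFP signal ratio inhibition reaching or exceeding a fixed threshold, cut at about 30% in these data, passing the limit was not always enough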; also: some compounds called inactive have numbers as strong as hits
Neddyl block: inhibitors of cullin neddylation, primary screen, biochemical, TR-FRET, uHTS, NAE and Ubc12; calls only at 25 µM; actives 0.58% (n = 360,000); in the data active = inhibition above about 36%
Target sequence (P61081 whole entry, looked up): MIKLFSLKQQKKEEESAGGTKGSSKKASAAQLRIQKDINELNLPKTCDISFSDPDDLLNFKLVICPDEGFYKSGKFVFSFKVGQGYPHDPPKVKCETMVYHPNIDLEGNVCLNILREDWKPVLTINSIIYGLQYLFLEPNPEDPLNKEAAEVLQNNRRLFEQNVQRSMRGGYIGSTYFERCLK
Target sequence (Q13564 whole entry, looked up): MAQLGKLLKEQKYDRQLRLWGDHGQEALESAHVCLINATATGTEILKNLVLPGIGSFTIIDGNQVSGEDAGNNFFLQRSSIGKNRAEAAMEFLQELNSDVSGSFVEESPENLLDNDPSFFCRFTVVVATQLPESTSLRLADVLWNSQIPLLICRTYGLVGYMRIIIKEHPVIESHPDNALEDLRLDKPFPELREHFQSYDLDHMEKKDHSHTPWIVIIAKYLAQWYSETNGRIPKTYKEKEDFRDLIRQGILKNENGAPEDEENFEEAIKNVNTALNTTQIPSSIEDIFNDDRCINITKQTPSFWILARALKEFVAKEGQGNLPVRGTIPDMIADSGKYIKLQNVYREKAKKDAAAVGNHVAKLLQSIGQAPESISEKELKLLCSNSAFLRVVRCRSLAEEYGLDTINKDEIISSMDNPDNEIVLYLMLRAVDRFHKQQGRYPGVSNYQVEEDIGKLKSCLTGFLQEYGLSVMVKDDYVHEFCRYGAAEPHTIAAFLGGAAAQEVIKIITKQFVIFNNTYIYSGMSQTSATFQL
DNMT1 inh: human DNMT1 methyltransferase inhibitors, primary screen, biochemical, molecular beacon, fluorescence, HinP1I cleavage, uHTS | DNA (cytosine-5)-methyltransferase 1 (Homo sapiens), P26358 | AID 588458, 2011 | inhibition (reported as % activation of signal), % at 10 µM | actives 0.83% (n = 360,000); in the data active = inhibition above about 50%
NadD inh: inhibitors of S. aureus NadD, primary screen, biochemical, colorimetric, uHTS; actives 0.78% (n = 360,000); purified NadD enzyme, colorimetric absorbance read-out; inhibition, % at 20 µM; AID 602399, 2012; in the data active = inhibition above about 26%; also: some compounds past the cut are filed as inactive
NRP1-CendR mod: modulators of CendR peptide binding to NRP-1, primary screen, biochemical, fluorescence polarization, uHTS | Neuropilin-1 (Homo sapiens), O14786 | FAM-RPARPAR peptide binding to NRP-1 | inhibition, % at 25 µM | actives 0.85% (n = 360,000) | AID 602438, 2012;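 active = inhibition or corrected inhibition above about 18%, plus a signal ratio from 0.5 to 1.5, limit read from the data, passing the limit was not always enough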; also: strong numbers were not always called active
* = called active by the depositor. Not a hit list (roughly 4.6% active in at least one column).

What do the screens show for `O=C(CSc1ncn[nH]1)N1N=C2/C(=C\c3ccco3)CCCC2C1c1ccco1` (centres undefined)?
Scp-1 inhibitor: 5; LMPTP block: 0.5; Tb MetRS inh: -0.5; SUMO1-SIM PPI: 1; STEP block: -2; SKN-1 inh: -2; Neddyl block: inactive; DNMT1 inh: 2; NadD inh: 4; NRP1-CendR mod: -14

How did CC(C)N(C)S(=O)(=O)c1ccc(NC(=O)CSC(=S)N2CCCC2)cc1 do in these assays?
Scp-1 inhibitor: -9; LMPTP block: -0.1; Tb MetRS inh: -0.4; SUMO1-SIM PPI: 5; STEP block: -2; SKN-1 inh: 0; Neddyl block: inactive; DNMT1 inh: 1; NadD inh: -6; NRP1-CendR mod: -2

How did CCOc1ccc(/C=N/OCC(=O)Nc2cc(C)on2)cc1 do in these assays?
Scp-1 inhibitor: -4; LMPTP block: -0.2; Tb MetRS inh: -0.1; SUMO1-SIM PPI: -1; STEP block: -2; SKN-1 inh: 0; Neddyl block: inactive; DNMT1 inh: -2; NadD inh: 2; NRP1-CendR mod: 2

What do the screens show for `COc1ccc(N(C(C)C(=O)N(C)Cc2ccccc2)S(C)(=O)=O)cc1` (centres undefined)?
Scp-1 inhibitor: -4; LMPTP block: -0.3; Tb MetRS inh: -0.4; SUMO1-SIM PPI: 1; STEP block: -2; SKN-1 inh: 5; Neddyl block: inactive; DNMT1 inh: 0; NadD inh: 6; NRP1-CendR mod: -3

Results for O=C(CN1C(=O)c2ccccc2S1(=O)=O)N1CCCCC1 ?
Scp-1 inhibitor: -1; LMPTP block: -1.2; Tb MetRS inh: -0.6; SUMO1-SIM PPI: 2; STEP block: 3; SKN-1 inh: -8; Neddyl block: inactive; DNMT1 inh: 1; NadD inh: -7; NRP1-CendR mod: -2

Results for O=C(NC1(C(F)(F)F)N=C2SCCN2C1=O)c1ccccc1F (centres undefined) ?
Scp-1 inhibitor: -11; LMPTP block: -2.3; Tb MetRS inh: -0.2; SUMO1-SIM PPI: 4; STEP block: 0; SKN-1 inh: 9; Neddyl block: inactive; DNMT1 inh: -1; NadD inh: -5; NRP1-CendR mod: -15

How did COc1cc(OC)cc(C(=O)OCC(=O)Nc2cccc(S(=O)(=O)NC3=NCCCCC3)c2)c1 do in these assays?
Scp-1 inhibitor: -5; LMPTP block: -0.8; Tb MetRS inh: -0.3; SUMO1-SIM PPI: 6; STEP block: -2; SKN-1 inh: 14; Neddyl block: inactive; DNMT1 inh: 2; NadD inh: -4; NRP1-CendR mod: 9

What do the screens show for `COc1ccccc1NS(=O)(=O)c1ccc2c(c1)NC(=O)CC(=O)N2`?
Scp-1 inhibitor: -6; LMPTP block: -0.6; Tb MetRS inh: 0.3; SUMO1-SIM PPI: 3; STEP block: 1; SKN-1 inh: 4; Neddyl block: inactive; DNMT1 inh: 2; NadD inh: -5; NRP1-CendR mod: 1

What do the screens show for `CCOc1ccc(OCC)c(NC(=O)CSCC(=O)O)c1`?
Scp-1 inhibitor: -5; LMPTP block: -0.9; Tb MetRS inh: 0.0; SUMO1-SIM PPI: 0; STEP block: -1; SKN-1 inh: 36*; Neddyl block: inactive; DNMT1 inh: 3; NadD inh: -3; NRP1-CendR mod: -3

What do the screens show for `CCCn1c(CNC(=O)c2cccs2)nc2ccccc21`?
Scp-1 inhibitor: -12; LMPTP block: 0.9; Tb MetRS inh: -0.1; SUMO1-SIM PPI: 2; STEP block: 0; SKN-1 inh: 2; Neddyl block: inactive; DNMT1 inh: 2; NadD inh: 3; NRP1-CendR mod: -8

Results for CC(=O)OC[C@@H]1CN(Cc2ccccc2)C[C@H](n2cnc3c(NC4CC4)ncnc32)O1 ?
LMPTP block: 1.3; Tb MetRS inh: -0.3; SUMO1-SIM PPI: 2; STEP block: 0; SKN-1 inh: -8; Neddyl block: inactive; DNMT1 inh: 3; NadD inh: 1; NRP1-CendR mod: 2

How did O=C(N/N=C/c1cccc(F)c1)c1c(O)c2ccccc2[nH]c1=O do in these assays?
Scp-1 inhibitor: -10; LMPTP block: 7.3; Tb MetRS inh: -0.5; SUMO1-SIM PPI: 0; STEP block: -5; SKN-1 inh: 13; Neddyl block: inactive; DNMT1 inh: 21; NadD inh: 6; NRP1-CendR mod: 14

How did O=C(CCCn1cc([N+](=O)[O-])cn1)N1CCCCC1 do in these assays?
Scp-1 inhibitor: -9; LMPTP block: -1.2; Tb MetRS inh: 0.3; SUMO1-SIM PPI: -8; STEP block: 1; SKN-1 inh: -13; Neddyl block: inactive; DNMT1 inh: -4; NadD inh: -4; NRP1-CendR mod: -7

What do the screens show for `Cc1cccc(/C=C2/SC(=O)N(Cc3ccccc3)C2=O)n1`?
Scp-1 inhibitor: 0; LMPTP block: 3.3; Tb MetRS inh: -0.5; SUMO1-SIM PPI: -11; STEP block: 1; SKN-1 inh: 2; Neddyl block: inactive; DNMT1 inh: -6; NadD inh: 4; NRP1-CendR mod: -3

How did O=C1c2ccccc2C(=O)N1c1ccc(S(=O)(=O)N2CCN(c3ccccc3)CC2)cc1 do in these assays?
Scp-1 inhibitor: -3; LMPTP block: -1.9; Tb MetRS inh: -0.6; SUMO1-SIM PPI: -12; STEP block: -1; SKN-1 inh: -2; Neddyl block: inactive; DNMT1 inh: -2; NadD inh: 30; NRP1-CendR mod: 10

How did CCN(CC(=O)Nc1c(F)cccc1F)C(=O)c1cc(-c2cccs2)nn1-c1ccccc1 do in these assays?
Scp-1 inhibitor: -4; LMPTP block: 0.6; Tb MetRS inh: -0.3; SUMO1-SIM PPI: -2; STEP block: 0; SKN-1 inh: 9; Neddyl block: inactive; DNMT1 inh: 0; NadD inh: 0; NRP1-CendR mod: 0

What do the screens show for `Cc1cccc2cc(COC(=O)c3cccnc3)c(=O)[nH]c12`?
Scp-1 inhibitor: 3; LMPTP block: -0.4; Tb MetRS inh: -0.9; SUMO1-SIM PPI: 29; STEP block: -3; SKN-1 inh: 1; Neddyl block: inactive; DNMT1 inh: 1; NadD inh: 3; NRP1-CendR mod: -12

How did CN(Cc1ccccc1)C(=O)COC(=O)CCN1C(=O)C2CC=CCC2C1=O (centres undefined) do in these assays?
Scp-1 inhibitor: -1; LMPTP block: -1.1; Tb MetRS inh: 0.0; SUMO1-SIM PPI: 4; STEP block: -4; SKN-1 inh: 10; Neddyl block: inactive; DNMT1 inh: -1; NadD inh: -4; NRP1-CendR mod: -4

How did Cc1cccc2cc(C(c3nnnn3CC3CCCO3)N3CCCc4ccccc43)c(=O)[nH]c12 (centres undefined) do in these assays?
Scp-1 inhibitor: 0; LMPTP block: 0.9; Tb MetRS inh: -0.9; SUMO1-SIM PPI: -18; STEP block: -3; SKN-1 inh: 2; Neddyl block: inactive; DNMT1 inh: -5; NadD inh: 7; NRP1-CendR mod: -8

Results for O=C(CN1C(=O)c2ccccc2C1=O)Nc1ccccc1F ?
Scp-1 inhibitor: -7; LMPTP block: -1.0; Tb MetRS inh: -1.5; SUMO1-SIM PPI: 0; STEP block: 4; SKN-1 inh: 11; Neddyl block: inactive; DNMT1 inh: 0; NadD inh: -2; NRP1-CendR mod: -19

Copied from the entries so far (two entries):
What do the screens show for `O=C(CSc1ncn[nH]1)N1N=C2/C(=C\c3ccco3)CCCC2C1c1ccco1` (centres undefined)?
Scp-1 inhibitor: 5; LMPTP block: 0.5; Tb MetRS inh: -0.5; SUMO1-SIM PPI: 1; STEP block: -2; SKN-1 inh: -2; Neddyl block: inactive; DNMT1 inh: 2; NadD inh: 4; NRP1-CendR mod: -14

How did CC(C)N(C)S(=O)(=O)c1ccc(NC(=O)CSC(=S)N2CCCC2)cc1 do in these assays?
Scp-1 inhibitor: -9; LMPTP block: -0.1; Tb MetRS inh: -0.4; SUMO1-SIM PPI: 5; STEP block: -2; SKN-1 inh: 0; Neddyl block: inactive; DNMT1 inh: 1; NadD inh: -6; NRP1-CendR mod: -2

Further results
How did CCC(=O)Nc1nonc1-c1nc2ccccc2n1N(C(=O)CC)C(=O)CC do in these assays?
Scp-1 inhibitor: -3; LMPTP block: -0.7; Tb MetRS inh: -0.4; SUMO1-SIM PPI: 10; STEP block: -8; SKN-1 inh: 1; Neddyl block: inactive; DNMT1 inh: 0; NadD inh: 3; NRP1-CendR mod: -7

How did CCC(C)(C)NC(=O)C(c1ccc(OC)cc1)N(Cc1cccs1)C(=O)CCC(=O)Nc1cc(C)on1 (centres undefined) do in these assays?
Scp-1 inhibitor: 0; LMPTP block: -0.2; Tb MetRS inh: -2.2; SUMO1-SIM PPI: 0; STEP block: -1; SKN-1 inh: -5; Neddyl block: inactive; DNMT1 inh: -2; NadD inh: -9; NRP1-CendR mod: 0

Results for COc1cccc2oc3cc(C#CC4(O)CCCCC4)ccc3c(=O)c12 ?
Scp-1 inhibitor: -9; LMPTP block: 0.5; Tb MetRS inh: -0.2; SUMO1-SIM PPI: -2; STEP block: -3; SKN-1 inh: -6; DNMT1 inh: -3; NadD inh: -18; NRP1-CendR mod: 5

How did Cn1c(SCC(=O)N/N=C/C=C/c2ccccc2[N+](=O)[O-])nc2ccccc21 do in these assays?
Scp-1 inhibitor: -10; LMPTP block: -2.9; Tb MetRS inh: 0.4; SUMO1-SIM PPI: -10; STEP block: 2; SKN-1 inh: -12; Neddyl block: inactive; DNMT1 inh: 5; NadD inh: 14; NRP1-CendR mod: 0

How did COc1cccc(NC(=O)Cc2nnc(SCC(=O)NC3=NCCS3)n2C)c1 do in these assays?
Scp-1 inhibitor: 1; LMPTP block: -2.1; Tb MetRS inh: 0.2; SUMO1-SIM PPI: 4; STEP block: -1; SKN-1 inh: 2; Neddyl block: inactive; DNMT1 inh: 0; NadD inh: -7; NRP1-CendR mod: 4

How did CC(C)CNC(=O)c1cccc(NC(=O)COc2ccc([N+](=O)[O-])cc2)c1 do in these assays?
Scp-1 inhibitor: -7; LMPTP block: -1.5; Tb MetRS inh: -1.0; SUMO1-SIM PPI: -19; STEP block: 0; SKN-1 inh: 4; Neddyl block: inactive; DNMT1 inh: 1; NadD inh: -1; NRP1-CendR mod: -3

Source: PubChem
